Assay outcomes (PubChem BioAssay)
INS-1E ATP HTS: preserves ATP levels in cytokine-treated INS-1E cells | INS-1E cytokine-induced death, ATP luminescence, 48 h; normalised: neutral wells 0, positive control 100 | protection from cytokine-induced ATP loss, % at 10 µM | hit rate 0.1% among 20,000 | AID 488910;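 active means mean replicate protection from cytokine-induced ATP loss at least 50% and at least 75% of replicates each reaching 50%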
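assay system = INS-1E rat insulinoma cells | amount = 8000 cells per well | medium = phenol-red-free RPMI with 5% fetal bovine serum | doses = one compound concentration, pin transfer | timing = 48 h cytokine plus compound treatment, 10 min reagent incubation | also added = IL-1β, TNF-α and IFN-γ cytokine mix | signal = CellTiter-Glo luminescence measuring cellular ATP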
T cruzi HTS: intracellular Trypanosoma cruzi inhibition | AID 651903 | intracellular Trypanosoma cruzi in host cells, plate reader | hit rate 4.9% among 22,000 | activity score (inhibition), % at 5.01 µM; in the data active means activity score above about 55%;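 further: parasites and compound incubated about four days before reading; 0% = median of neutral control wells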
Active calls of the source: *; · = not tested or not shown. Not all compounds are listed; the hit share may differ from the screen's.

SMILES	INS-1E ATP HTS	T cruzi HTS
Cc1ccc(S(=O)(=O)Nc2ccc3c(c2)C(=O)N([C@H](C)CO)C[C@H](C)[C@H](CN(C)C(=O)NC2CCCCC2)OCCCC[C@@H](C)O3)cc1	-6	9
COc1ccc(CN(C)C[C@H]2Oc3ccc(NS(C)(=O)=O)cc3CC(=O)N([C@H](C)CO)C[C@H]2C)cc1	5	-2
C[C@@H]1CN([C@H](C)CO)C(=O)c2cc(NC(=O)Nc3ccc(F)cc3)ccc2O[C@H]1CN(C)C(=O)Nc1ccc(F)cc1	4	-22
C[C@@H]1CN([C@H](C)CO)C(=O)Cc2cc(NC(=O)Cn3cnnn3)ccc2O[C@@H]1CN(C)Cc1ccccc1	-11	33
Cc1noc(C)c1NC(=O)N(C)C[C@H]1Oc2c(NC(=O)c3ccncc3)cccc2C(=O)N([C@@H](C)CO)C[C@H]1C	13	-20
C[C@H]1CN([C@@H](C)CO)C(=O)c2cc(NC(=O)Nc3ccccc3)ccc2O[C@@H]1CN(C)Cc1ccccc1	-6	-6
C[C@H]1CN([C@@H](C)CO)C(=O)Cc2cc(NC(=O)Nc3ccc(F)cc3)ccc2O[C@@H]1CN(C)C(=O)Nc1ccccc1	5	-12
COC(=O)CCCCCCC(=O)N/N=C/[C@@H](O)[C@@H](O)[C@H](O)[C@H](O)CO	-10	-6
C[C@@H]1CN([C@H](C)CO)C(=O)c2cc(NS(C)(=O)=O)ccc2O[C@H]1CN(C)Cc1ccc(C(=O)O)cc1	-1	-3
C[C@H](CO)N1C[C@H](C)[C@H](CN(C)C(=O)CCC(F)(F)F)OCc2cnnn2CCCC1=O	·	-11
C[C@@H]1CCCCO[C@@H](CN(C)C)[C@@H](C)CN([C@H](C)CO)C(=O)c2cc(NC(=O)c3ccccc3)ccc2O1	12	19
CC(C)NC(=O)N(C)C[C@@H]1Oc2ccc(NC(=O)C3CCCCC3)cc2CC(=O)N([C@H](C)CO)C[C@@H]1C	10	-25
CNC[C@H]1Oc2c(NS(=O)(=O)c3ccccc3)cccc2C(=O)N([C@@H](C)CO)C[C@H]1C	10	-6
Cc1noc(C)c1NC(=O)N(C)C[C@H]1Oc2c(NC(=O)c3ccc(-c4nccs4)cc3)cccc2C(=O)N([C@@H](C)CO)C[C@H]1C	9	-14
C[C@@H]1CN([C@H](C)CO)C(=O)CCCn2nncc2CO[C@H]1CN(C)C(=O)c1ccc(N2CCN(C)CC2)cc1	·	-18
COc1ccc(NC(=O)Nc2cccc3c2O[C@H](CN(C)C(=O)NC(C)C)[C@@H](C)CN([C@H](C)CO)C3=O)cc1	8	15
CC(C)NC(=O)Nc1ccc2c(c1)C(=O)N([C@@H](C)CO)C[C@@H](C)[C@@H](CN(C)S(C)(=O)=O)O2	2	-19
Cc1noc(C)c1NC(=O)N(C)C[C@@H]1Oc2c(NC(=O)c3ccncc3)cccc2C(=O)N([C@@H](C)CO)C[C@H]1C	3	15
C[C@H]1CN([C@@H](C)CO)C(=O)Cc2cc(NC(=O)C3CC3)ccc2O[C@@H]1CN(C)C(=O)Nc1ccc2c(c1)OCO2	-14	-2
C[C@@H]1CN([C@@H](C)CO)C(=O)c2cc(N(C)C)ccc2O[C@@H]1CN(C)S(=O)(=O)c1ccccc1	-1	-1
C[C@@H]1CN([C@@H](C)CO)C(=O)c2cc(N(C)C)ccc2O[C@@H]1CN(C)Cc1ccc(C(F)(F)F)cc1	-9	-1
C[C@H](CO)N1C[C@H](C)[C@H](CN(C)C(=O)NC2CCCCC2)Oc2ccc(NC(=O)CCN3CCOCC3)cc2CC1=O	6	-22
C[C@H]1CN([C@@H](C)CO)C(=O)c2cccc(NC(=O)c3ccncc3)c2O[C@@H]1CN(C)Cc1ccc2c(c1)OCO2	-5	78*
C[C@@H]1CN([C@H](C)CO)C(=O)Cc2cc(NS(=O)(=O)c3ccccc3)ccc2O[C@H]1CN(C)C(=O)Nc1ccc2c(c1)OCO2	-4	-8
C[C@@H]1CN([C@H](C)CO)C(=O)c2cc(NS(=O)(=O)c3cccs3)ccc2O[C@@H]1CN(C)Cc1ccncc1	-1	-17

The final two entries of the section above are carried over, then new ones follow:
SMILES	INS-1E ATP HTS	T cruzi HTS
C[C@@H]1CN([C@H](C)CO)C(=O)Cc2cc(NS(=O)(=O)c3ccccc3)ccc2O[C@H]1CN(C)C(=O)Nc1ccc2c(c1)OCO2	-4	-8
C[C@@H]1CN([C@H](C)CO)C(=O)c2cc(NS(=O)(=O)c3cccs3)ccc2O[C@@H]1CN(C)Cc1ccncc1	-1	-17
COc1ccc(S(=O)(=O)N(C)C[C@H]2Oc3c(NC(=O)C4CC4)cccc3C(=O)N([C@H](C)CO)C[C@H]2C)cc1	8	-7
C[C@@H]1CN([C@@H](C)CO)C(=O)Cc2cc(NS(=O)(=O)c3ccc(F)cc3)ccc2O[C@@H]1CN(C)C(=O)Nc1ccc(F)cc1	-3	-1
CC(C)NC(=O)Nc1ccc2c(c1)C(=O)N([C@@H](C)CO)C[C@H](C)[C@@H](CN(C)C(=O)Nc1ccc3c(c1)OCO3)O2	0	-3
C[C@H](CO)N1C[C@H](C)[C@H](CN(C)C(=O)Nc2ccc(F)cc2)Oc2ccc(NC(=O)Nc3ccc(F)cc3)cc2C1=O	-4	-19
C[C@H]1CN([C@@H](C)CO)C(=O)Cc2cc(NC(=O)Nc3cccc4ccccc34)ccc2O[C@H]1CN(C)S(=O)(=O)c1ccc(Cl)cc1	19	-3
C[C@H]1CN([C@@H](C)CO)C(=O)c2cc(NC(=O)CCCCCC(=O)Nc3ccccc3N)ccc2O[C@H]1CN(C)Cc1ccc2c(c1)OCO2	-9	-24
C[C@@H]1CN([C@@H](C)CO)C(=O)Cc2cc(NC(=O)CCCCCC(=O)Nc3ccccc3N)ccc2O[C@@H]1CN(C)S(=O)(=O)c1cccs1	3	-34
C[C@@H]1CN([C@H](C)CO)C(=O)c2cc(N(C)C)ccc2O[C@@H]1CN(C)Cc1ccc(-c2ccccc2)cc1	-10	-2
C[C@H](CO)N1C[C@H](C)[C@H](CN(C)Cc2ccc(Oc3ccccc3)cc2)Oc2ccc(NC(=O)c3ccncc3)cc2C1=O	-2	0
Cc1noc(C)c1NC(=O)N(C)C[C@H]1Oc2c(NC(=O)C3CCOCC3)cccc2C(=O)N([C@@H](C)CO)C[C@H]1C	9	-29
C[C@H]1CN([C@@H](C)CO)C(=O)Cc2cc(NC(=O)Cn3cnnn3)ccc2O[C@@H]1CN(C)S(=O)(=O)c1cn(C)cn1	20	-36
COc1ccc(CN(C)C[C@H]2Oc3c(NC(=O)C4CC4)cccc3C(=O)N([C@@H](C)CO)C[C@@H]2C)cc1	-4	0
C[C@H]1CN([C@@H](C)CO)C(=O)c2cccc(NC(=O)C3CCOCC3)c2O[C@H]1CN(C)Cc1ccccc1	0	-17
COc1ccc(S(=O)(=O)N(C)C[C@H]2OCCCC[C@@H](C)Oc3ccc(NS(=O)(=O)c4cn(C)cn4)cc3C(=O)N([C@H](C)CO)C[C@@H]2C)cc1	-4	-25
C[C@H](CO)N1C[C@H](C)[C@@H](CN(C)C(=O)Nc2ccccc2)Oc2c(NC(=O)NC3CCCCC3)cccc2C1=O	5	-13
C[C@@H]1CN([C@@H](C)CO)C(=O)c2cccc(NC(=O)c3nc4ccccc4s3)c2O[C@H]1CN(C)S(=O)(=O)c1ccc(F)cc1	-15	24
COc1ccc(S(=O)(=O)Nc2cccc3c2O[C@@H](CN(C)S(=O)(=O)c2ccc(OC)cc2)[C@@H](C)CN([C@H](C)CO)C3=O)cc1	-3	4
C[C@@H]1CCCCO[C@@H](CN(C)Cc2ccc(C(=O)O)cc2)[C@@H](C)CN([C@H](C)CO)C(=O)c2cc(NS(=O)(=O)c3cccs3)ccc2O1	-4	-10
COc1ccc(S(=O)(=O)N(C)C[C@@H]2Oc3c(NC(=O)Nc4ccc(F)cc4)cccc3C(=O)N([C@@H](C)CO)C[C@H]2C)cc1	14	8
C[C@H]1CN([C@@H](C)CO)C(=O)Cc2cc(NC(=O)Nc3ccc4c(c3)OCO4)ccc2O[C@@H]1CN(C)S(=O)(=O)c1cccs1	3	3
C[C@H](CO)N1C[C@H](C)[C@H](CN(C)S(=O)(=O)c2ccc(F)cc2)Oc2c(NC(=O)Nc3cccc4ccccc34)cccc2C1=O	-31	46
Cc1noc(C)c1NC(=O)N(C)C[C@@H]1Oc2c(NC(=O)NC(C)C)cccc2C(=O)N([C@@H](C)CO)C[C@@H]1C	5	-18
Cc1noc(C)c1NC(=O)Nc1ccc2c(c1)CC(=O)N([C@@H](C)CO)C[C@@H](C)[C@@H](CN(C)S(=O)(=O)c1c(C)noc1C)O2	6	-8
C[C@@H]1CN([C@@H](C)CO)C(=O)c2cc(NC(=O)C3CCCCC3)ccc2O[C@@H]1CN(C)C(=O)Nc1cccc2ccccc12	-4	0
C[C@H](CO)N1C[C@H](C)[C@H](CN(C)CC2CCCCC2)Oc2c(NS(=O)(=O)c3ccccc3)cccc2C1=O	1	-39

Reprinted from above (6 entries):
SMILES	INS-1E ATP HTS	T cruzi HTS
Cc1noc(C)c1NC(=O)N(C)C[C@H]1Oc2c(NC(=O)C3CCOCC3)cccc2C(=O)N([C@@H](C)CO)C[C@H]1C	9	-29
C[C@H]1CN([C@@H](C)CO)C(=O)Cc2cc(NC(=O)Cn3cnnn3)ccc2O[C@@H]1CN(C)S(=O)(=O)c1cn(C)cn1	20	-36
COc1ccc(CN(C)C[C@H]2Oc3c(NC(=O)C4CC4)cccc3C(=O)N([C@@H](C)CO)C[C@@H]2C)cc1	-4	0
C[C@H]1CN([C@@H](C)CO)C(=O)c2cccc(NC(=O)C3CCOCC3)c2O[C@H]1CN(C)Cc1ccccc1	0	-17
COc1ccc(S(=O)(=O)N(C)C[C@H]2OCCCC[C@@H](C)Oc3ccc(NS(=O)(=O)c4cn(C)cn4)cc3C(=O)N([C@H](C)CO)C[C@@H]2C)cc1	-4	-25
C[C@H](CO)N1C[C@H](C)[C@@H](CN(C)C(=O)Nc2ccccc2)Oc2c(NC(=O)NC3CCCCC3)cccc2C1=O	5	-13

Going on with the list.
SMILES	INS-1E ATP HTS	T cruzi HTS
C[C@@H]1CN([C@H](C)CO)C(=O)Cc2cc(NS(=O)(=O)c3ccc(F)cc3)ccc2O[C@@H]1CN(C)S(=O)(=O)c1ccc(Cl)cc1	0	58*
C[C@@H]1CN([C@@H](C)CO)C(=O)c2cc(NS(=O)(=O)c3ccc(F)cc3)ccc2O[C@H]1CN(C)S(C)(=O)=O	7	-20
COc1ccc(NC(=O)N(C)C[C@H]2Oc3c(NC(=O)Nc4ccc5c(c4)OCO5)cccc3C(=O)N([C@H](C)CO)C[C@@H]2C)cc1	0	-9
C[C@@H]1CN([C@@H](C)CO)C(=O)c2cccc(NC(=O)c3nc4ccccc4s3)c2O[C@H]1CN(C)C(=O)Nc1ccccc1	-1	6
Cc1ccc(S(=O)(=O)Nc2cccc3c2O[C@@H](CN(C)S(=O)(=O)c2cn(C)cn2)[C@@H](C)CN([C@H](C)CO)C3=O)cc1	8	-11
COc1ccc(S(=O)(=O)Nc2ccc3c(c2)CC(=O)N([C@H](C)CO)C[C@@H](C)[C@H](CN(C)C(=O)Nc2ccc(F)cc2)O3)cc1	9	-10
C[C@H](CO)N1C[C@H](C)[C@@H](CN(C)C(=O)Nc2ccc(C(F)(F)F)cc2)Oc2c(NS(=O)(=O)c3ccccc3)cccc2C1=O	2	-9
Cc1noc(C)c1S(=O)(=O)Nc1ccc2c(c1)C(=O)N([C@H](C)CO)C[C@H](C)[C@H](CN(C)Cc1ccc(Oc3ccccc3)cc1)O2	-19	2
C[C@H]1CN([C@@H](C)CO)C(=O)c2cccc(NC(=O)Nc3ccc(F)cc3)c2O[C@H]1CN(C)Cc1ccc(C(F)(F)F)cc1	-28	-26
C[C@H](CO)N1C[C@H](C)[C@H](CN(C)Cc2ccncc2)Oc2ccc(NS(=O)(=O)c3cn(C)cn3)cc2CC1=O	2	-20
C[C@H](CO)N1C[C@H](C)[C@@H](CN(C)S(=O)(=O)c2ccc(Cl)cc2)Oc2c(NS(=O)(=O)c3ccccc3)cccc2C1=O	-1	10
COc1ccc(-c2cnc3c(c2)C(=O)N([C@H](C)CO)C[C@H](C)[C@H](CN(C)Cc2ccc4c(c2)OCO4)O3)cc1	·	8
C[C@H](CO)N1C[C@H](C)[C@H](CN(C)Cc2ccc(C(F)(F)F)cc2)Oc2ccc(NC(=O)Nc3ccc4c(c3)OCO4)cc2CC1=O	-29	67*
C[C@@H]1CN([C@H](C)CO)C(=O)c2cccc(NC(=O)Nc3ccc(F)cc3)c2O[C@@H]1CN(C)C(=O)NC1CCCCC1	3	22
C[C@@H]1CN([C@@H](C)CO)C(=O)Cc2cc(NC(=O)Cc3ccccc3)ccc2O[C@@H]1CN(C)C(=O)NC1CCCCC1	15	-12
O=C(NO)c1cccc(C(=O)N/N=C/c2cc(Br)cc([N+](=O)[O-])c2O)c1	-29	6
C[C@H](CO)N1C[C@H](C)[C@@H](CN(C)C(=O)Nc2ccc(C(F)(F)F)cc2)Oc2ccc(NC(=O)C3CCCCC3)cc2C1=O	-2	-25
CNC[C@H]1Oc2ccc(NS(=O)(=O)c3ccc(C)cc3)cc2CC(=O)N([C@@H](C)CO)C[C@H]1C	-3	4
C[C@H]1CN([C@@H](C)CO)C(=O)Cc2cc(NC(=O)NC3CCCCC3)ccc2O[C@H]1CN(C)Cc1ccc(-c2ccccc2)cc1	-35	67*
C[C@H](CO)N1C[C@H](C)[C@@H](CN(C)Cc2ccc(Cl)c(Cl)c2)Oc2c(NC(=O)Nc3cccc4ccccc34)cccc2C1=O	-17	68*
